rCAG RNA binder: r(CAG) repeat RNA binding; TO-PRO-1 dye displacement fluorescence; inhibition, % at 3 µM; hit rate 1.3% among 370,000; AID 651821;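 active = inhibition above the plate cutoff, the mean of all test compounds on that plate plus 3 SD, cut at about 35% in these data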;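 note: 0% = DMSO alone and 100% = 100 µM mitoxantrone as full dye displacement; higher means more dye released from RNA so lower well fluorescence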
ABHD4 inh: inhibitors of mouse ABHD4. Q8VD66. purified mABHD4, FP-Rh probe fluorescence polarization. inhibition, % at 8.92 µM. hit rate 0.54% among 370,000;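 active = inhibition exceeding the mean over every tested compound plus 3 SD, cut at about 30% in these data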;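 note: 0% = plate median of compound wells and 100% = S159A mutant with DMSO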
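assay system = mABHD4 protein | compound dosing = single nominal dose of 8.92 µM, 0.89% DMSO final | read-out basis = percent inhibition of probe binding, normalized to plate controls | schedule = Enzyme–compound pre-incubation 45 min, then probe 60 min, both 25 °C | detection = fluorescence polarization, excitation 525 nm, emission 598 nm, BODIPY TMR filters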
SIAE inh: blocks human sialic acid acetylesterase; Q9HAT2; SIAE FP-Rh probe binding, fluorescence polarization; inhibition, % at 9.66 µM; hit rate 0.69% among 370,000;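 active = inhibition above a cutoff: mean of compounds within the control limits plus 3 SD of those, cut at about 17% in these data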;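 note: 0% = plate median of compound wells and 100% = probe without SIAE protein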
PRMT1 inh: blocks human protein arginine methyltransferase 1. recombinant PRMT1, activity-based probe fluorescence polarization. inhibition, % at 2.79 µM. hit rate 1.3% among 370,000. AID 652257;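 active = inhibition above about 21% made by adding two undisclosed values, limit read from the data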
Target sequence (Q99873 whole entry, looked up): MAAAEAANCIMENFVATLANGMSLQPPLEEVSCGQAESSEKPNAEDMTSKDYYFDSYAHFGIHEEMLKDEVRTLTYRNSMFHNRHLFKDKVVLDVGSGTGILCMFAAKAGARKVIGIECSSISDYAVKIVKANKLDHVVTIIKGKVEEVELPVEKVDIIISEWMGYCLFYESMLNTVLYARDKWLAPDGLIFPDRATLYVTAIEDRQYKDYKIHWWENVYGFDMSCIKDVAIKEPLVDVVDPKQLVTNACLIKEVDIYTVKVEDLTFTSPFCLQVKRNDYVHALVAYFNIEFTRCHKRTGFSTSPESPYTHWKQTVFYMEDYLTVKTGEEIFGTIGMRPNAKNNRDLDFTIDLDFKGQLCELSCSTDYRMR
GC-B act: GC-B (human) receptor activation | P20594 | HEK293-GC-B cells, CNP EC30, cGMP TR-FRET; 0% at EC30 CNP, 100% saturating CNP | activation, % at 10 µM | hit rate 0.11% among 370,000 | AID 1920062;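 active = activation at 10 µM reaching about 35% in either raw or pattern-adjusted values, limit read from the data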
TDP2 absorb: blocks human TDP2 phosphodiesterase activity; recombinant TDP2, T5PNP hydrolysis, p-nitrophenol absorbance 415 nm; inhibition, % at 12.8 µM; hit rate 0.34% among 370,000; AID 720702;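 active = inhibition above the mean of all tested compounds plus 3 SD, set per campaign, cut at about 25% in these data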;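 note: 0% = DMSO with enzyme and 100% = buffer with substrate but no TDP2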
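Evaluation: % inhibition relative to enzyme-containing and enzyme-free wells. Material: recombinant human TDP2. Benchmarks: enzyme-free and DMSO wells. Timing: enzyme reaction with compound for 2 h at 37 °C. Compound dosing: 12.8 µM only. Measured by: p-Nitrophenol epi absorbance. Reagent: T5PNP substrate at 5 mM, a TopII-DNA adduct mimic. Replication: single well per compound.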
MBD2 inh: blocks human MBD2 binding to methylated DNA | Q9UBB5 | TR-FRET, MBD2 binding to methylated oligonucleotide | inhibition, % at 4.4 µM | hit rate 0.31% among 370,000 | AID 686964; in the data active = inhibition above about 13%
LEDGF integ inh: blocks HIV-1 LEDGF/p75-dependent DNA integration. hit rate 0.64% among 370,000. TR-FRET IN-LEDGF/p75 DNA integration, Eu/Cy5. inhibition, % at 3.7 µM;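 active = inhibition above the screen-wide mean plus 3 SD, cut at about 13% in these data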;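 note: signal is the Cy5 over europium emission ratio at 671 and 618 nm; 0% = plate median of compound wells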
HTRA1 inhibitor: blocks human HTRA1 serine peptidase | recombinant HTRA1, FP-rhodamine activity-based probe, fluorescence polarization | Q92743 | inhibition, % at 5.96 µM | AID 504803 | hit rate 0.5% among 340,000; in the data active = inhibition above about 36%;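 note: 0% = enzyme with DMSO and 100% = wells lacking enzyme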
Target sequence (Q92743 whole entry, looked up): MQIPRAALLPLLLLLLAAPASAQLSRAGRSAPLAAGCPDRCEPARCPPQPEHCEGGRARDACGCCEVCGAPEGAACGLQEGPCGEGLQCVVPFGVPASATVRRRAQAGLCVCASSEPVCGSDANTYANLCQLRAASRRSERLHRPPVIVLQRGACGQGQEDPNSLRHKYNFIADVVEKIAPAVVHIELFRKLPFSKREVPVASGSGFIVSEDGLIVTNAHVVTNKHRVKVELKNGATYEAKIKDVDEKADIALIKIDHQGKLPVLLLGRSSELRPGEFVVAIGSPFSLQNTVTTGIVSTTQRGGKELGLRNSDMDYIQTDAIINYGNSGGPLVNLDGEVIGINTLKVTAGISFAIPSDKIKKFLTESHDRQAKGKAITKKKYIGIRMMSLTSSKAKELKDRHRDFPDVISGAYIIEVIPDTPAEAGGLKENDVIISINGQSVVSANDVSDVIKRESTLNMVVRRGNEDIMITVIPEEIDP
TCR CD3 inh: blocks the human TCR-CD3 interaction | TAMRA-labeled TCR probe fluorescence, biochemical | inhibition, % at 9.4 µM | hit rate 0.37% among 360,000; in the data active = inhibition above about 19%;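 note: recombinant mutant TCR 2C K166C tagged with TAMRA read by polarization; 0% = receptor in buffer alone and 100% = receptor with positive control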
Numbers without * were called inactive; · = no result given. These rows are one share of the data. The share of hits here may be higher or lower than overall.

Structure | ABHD4 inh | PRMT1 inh | TCR CD3 inh | SIAE inh | LEDGF integ inh | MBD2 inh | HTRA1 inhibitor | GC-B act | rCAG RNA binder | TDP2 absorb
CC1CC(C)CN(S(=O)(=O)c2ccc3c(c2)oc(=O)n3CC(=O)N2CCOCC2)C1 (stereo unspecified) | 1.9 | -1.0 | 3.4 | -0.7 | 2.2 | -5.9 | 1.7 | -0.3 | 1.7 | 3.7
C=CCN=C1S/C(=C\c2ccc(N(C)C)cc2)C(=O)N1CC=C | 6.3 | -1.9 | -0.8 | 4.9 | 5.9 | -2.3 | 5.9 | -2.9 | 1.6 | -4.0
O=[N+]([O-])c1ccc(N2CCOCC2)cc1SCc1ccco1 | -10.2 | -1.2 | 7.6 | -6.3 | 2.0 | 1.0 | -21.0 | 9.1 | 4.7 | -4.0
C=CCN1C(=O)c2ccc(C(=O)N(CC)CC(=O)Nc3ccc(OC)cc3)cc2C1=O | -6.7 | -2.1 | -2.9 | -7.1 | 7.2 | -1.0 | 0.9 | 1.2 | -2.5 | -15.8
CCC(CC)c1nc2ccccc2c(=O)[nH]1 | 6.1 | 0.3 | -7.2 | 0.5 | 1.1 | 1.2 | -12.5 | 5.8 | -1.1 | 11.3
COc1ccc(C2C(C(=O)Nc3cc(OC)c(OC)c(OC)c3)c3ccccc3C(=O)N2C)cc1 (stereo unspecified) | -3.8 | -2.3 | -3.3 | -7.4 | 3.0 | 3.2 | -6.8 | -1.8 | -2.6 | 4.3
COc1c(Br)cc(Br)cc1/C=N/NC(=O)c1ccncc1 | -9.4 | 5.3 | 11.1 | -6.4 | -2.2 | 3.5 | -3.9 | -4.4 | -0.4 | -1.3
Cc1ccc(Oc2nc(-c3ccccc3)ncc2S(C)(=O)=O)cc1 | -3.0 | -0.1 | 4.8 | 6.2 | -1.6 | -5.9 | 0.5 | -1.3 | 0.7 | -8.1
CC(=O)N1CCN(S(=O)(=O)c2cccc(C(=O)OCc3ccc(F)cc3)c2)CC1 | -2.1 | -6.3 | -5.6 | 1.8 | 5.8 | 1.5 | 0.9 | 6.0 | 2.2 | -2.1
COc1cc(OC)c(C(=O)Nc2cccc(C(C)=O)c2)cc1OC | 4.3 | -2.0 | 1.2 | -2.1 | -0.2 | -2.0 | -5.4 | 0.1 | -3.9 | 6.3
O=C1C=C(NCC2CCCO2)C2(CCCCC2)O1 (stereo unspecified) | 2.1 | -1.8 | 3.1 | 0.8 | 0.7 | -1.2 | 0.5 | 4.0 | 2.1 | 2.6
CCCCN(C(=O)C1CC(=O)N(c2ccc(CC)cc2)C1)c1c(N)n(CCC)c(=O)[nH]c1=O (stereo unspecified) | -1.2 | 4.7 | -1.4 | 3.5 | 1.4 | -1.1 | 10.5 | 0.4 | 0.2 | -5.7
Cc1nc2c(OCc3ccc(C(F)(F)F)cc3)cccn2c1N(C)Cc1cccs1 | 20.0 | 0.5 | -11.8 | 3.6 | -0.1 | -4.0 | · | 2.6 | 2.4 | 3.7
CC(NC(=O)C1c2ccccc2Oc2ccccc21)C1CCCO1 (stereo unspecified) | -3.6 | -2.0 | -0.8 | 3.6 | -3.5 | -2.3 | 3.7 | 0.1 | -1.1 | -6.8
COc1ccc(OCC(=O)Nc2c3c(nn2C(C)(C)C)CS(=O)(=O)C3)cc1 | 9.0 | -0.8 | 0.3 | 11.2 | -0.1 | 4.0 | 1.6 | -6.2 | -2.4 | 11.4
O=C1CC(NC(=O)c2ccc(Cl)cc2)C(=O)N1 (stereo unspecified) | 0.7 | -2.4 | -0.4 | -6.4 | 1.7 | -0.9 | 1.2 | -3.0 | 2.8 | 18.6
COc1ccc(-c2nc(-c3ccccn3)ncc2S(C)(=O)=O)cc1 | -1.5 | -1.9 | -2.2 | -2.3 | 4.3 | 3.0 | -5.6 | -3.1 | -1.5 | 11.5
O=C(Cn1nnc(-c2ccccc2Cl)n1)N1CCN(S(=O)(=O)c2ccc(Cl)cc2)CC1 | -0.4 | -1.3 | 4.4 | -1.1 | 3.6 | -0.7 | -10.6 | 0.8 | -0.4 | -6.5
CN(C)C(=O)c1ccc(Oc2ccc(C(=O)N(C)C)cc2)cc1 | 6.4 | -1.5 | 1.6 | -8.3 | -1.4 | 3.3 | -0.2 | 3.0 | -3.2 | -0.8
CCN(CC)CCCNC(=O)Cn1ccc2ccccc2c1=O | -0.7 | 3.9 | -8.4 | 1.5 | 1.8 | 2.7 | 2.4 | 2.5 | -1.1 | -4.1
CC(=O)Nc1ccc(S(=O)(=O)N(C)CC(=O)NNc2c(F)c(F)cc(F)c2F)cc1 | -6.6 | -8.2 | -6.0 | -4.8 | 6.3 | -3.6 | 3.8 | -1.4 | 0.8 | -14.2
CC(=O)CC(=O)NC1C2CC3CC(C2)CC1C3 (stereo unspecified) | 3.0 | -4.2 | 2.4 | 3.2 | -1.7 | 4.5 | -3.2 | -1.8 | -4.0 | -10.6
CCOC(=O)C1CCN(C(=O)CN2C(=O)C(CC)Oc3ccccc32)CC1 (stereo unspecified) | -0.7 | -2.2 | 4.1 | -0.1 | -3.8 | 5.0 | -1.7 | 3.3 | -5.9 | 1.8
O=C(N/N=C/c1c(O)n(-c2ccc(Cl)cn2)c(=O)c2ccccc12)c1ccncc1 | 4.5 | -5.0 | 6.3 | 13.6 | -5.2 | -3.4 | 2.9 | -0.3 | 15.5 | -3.1
CCN1CCN(CCCNC(=O)c2ccc(CS(=O)c3ccc(Br)cc3)o2)CC1 (stereo unspecified) | 0.7 | -1.4 | -1.9 | -0.1 | -0.9 | 1.4 | 2.4 | -0.5 | -6.0 | 2.6
CCC(OC(=O)c1ccco1)C(=O)NCc1ccc2c(c1)OCO2 (stereo unspecified) | -2.7 | -0.2 | -4.1 | 0.6 | -3.9 | -5.3 | 6.4 | -7.4 | -2.2 | 5.2
O=c1[nH]c(SCc2ccccc2)nc2[nH]ncc12 | 0.3 | 2.8 | -2.4 | -1.6 | -0.5 | -4.8 | -1.6 | -3.8 | -1.0 | -3.2
Cc1c(Cl)cnc(NC(=O)COC(=O)CCS(=O)(=O)c2ccccc2)c1Cl | 9.7 | 3.1 | 8.9 | -0.5 | -0.6 | -0.2 | 1.6 | 5.3 | 3.6 | -5.3
O=C(COc1ccc2ccccc2c1)Nc1ccc(S(=O)(=O)N2CCCCCC2)cc1 | -2.2 | 3.7 | 10.1 | -6.3 | -0.8 | 3.9 | -22.2 | -1.3 | 9.1 | 2.9
O=C(CCCc1nc2ccccc2s1)Nc1ccccc1 | 2.2 | 0.5 | -0.9 | -2.9 | 0.4 | 7.4 | -9.4 | 8.0 | -6.0 | 8.5

Random excerpt: two records from the list, in no set order.
Structure | ABHD4 inh | PRMT1 inh | TCR CD3 inh | SIAE inh | LEDGF integ inh | MBD2 inh | HTRA1 inhibitor | GC-B act | rCAG RNA binder | TDP2 absorb
COc1ccc(-c2nc(-c3ccccn3)ncc2S(C)(=O)=O)cc1 | -1.5 | -1.9 | -2.2 | -2.3 | 4.3 | 3.0 | -5.6 | -3.1 | -1.5 | 11.5
CCN1CCN(CCCNC(=O)c2ccc(CS(=O)c3ccc(Br)cc3)o2)CC1 (stereo unspecified) | 0.7 | -1.4 | -1.9 | -0.1 | -0.9 | 1.4 | 2.4 | -0.5 | -6.0 | 2.6

Continued.
Structure | ABHD4 inh | PRMT1 inh | TCR CD3 inh | SIAE inh | LEDGF integ inh | MBD2 inh | HTRA1 inhibitor | GC-B act | rCAG RNA binder | TDP2 absorb
CC(C)C(NC(=O)CCN1C(=O)c2ccccc2C1=O)c1ccccc1 (stereo unspecified) | -4.2 | -2.1 | 3.7 | -0.8 | 2.8 | -6.3 | 0.1 | 0.4 | 10.4 | 3.1
CCn1cc(C(=O)N2CCc3ccccc32)c(=O)c2cc(S(=O)(=O)N3CC(C)CC(C)C3)ccc21 (stereo unspecified) | 5.2 | -3.1 | 0.3 | 4.1 | 3.1 | -8.5 | -10.7 | 14.5 | 2.8 | -4.8
CCOC(=O)CN1C(=O)N[C@@H](c2ccc(Br)cc2)C(C(=O)OC)=C1C | 1.1 | 2.6 | 0.2 | 4.3 | -0.8 | -2.7 | 4.5 | -3.1 | -8.7 | -0.6
CC1(Cc2ccc3c(c2)OCO3)C(=O)Nc2c(Cl)ccc(Cl)c21 (stereo unspecified) | -11.8 | 1.4 | 0.0 | -8.2 | 0.6 | -5.4 | · | -3.6 | 0.9 | 13.8
Cn1cc(Br)c(NS(=O)(=O)c2ccc(Cl)s2)n1 | 14.0 | -0.4 | -8.8 | -1.3 | 25.4* | 0.8 | 7.8 | 1.2 | -0.8 | 2.2
FC(F)(Cl)c1nnc2ccc(Sc3ccccn3)nn12 | -1.8 | -4.5 | 1.8 | 3.9 | -0.9 | -4.0 | 0.8 | -5.5 | -1.3 | -10.2
CCOc1ccc(/C=C/C(=O)c2ccccc2)cc1OC | -1.7 | -1.1 | 8.2 | 1.4 | -1.1 | 0.6 | -3.4 | 2.2 | -0.7 | -1.4
COc1ccccc1/C=C1\SC(=S)N(C(C(=O)O)c2ccccc2)C1=O (stereo unspecified) | -1.0 | 12.0 | -11.7 | -0.8 | 4.1 | -2.9 | -26.0 | -4.7 | 67.4* | 7.9
COc1cccc(C(=O)O/N=C(\N)c2ccc(C)cc2)c1 | 8.6 | 2.1 | -1.4 | 0.8 | 0.5 | -1.3 | -1.8 | 5.3 | 0.6 | -7.0
Cc1c(C=NNc2ccccc2)[nH]c(=O)[nH]c1=O | -5.1 | -0.2 | 5.5 | 3.9 | -0.5 | -13.5 | 9.8 | -14.5 | 1.6 | -6.3
Cc1occc1-c1nnc(-c2cc([N+](=O)[O-])cc([N+](=O)[O-])c2)o1 | 0.1 | 2.5 | -7.4 | -5.0 | 0.6 | 2.2 | · | 3.5 | 7.4 | 6.5
COC(=O)c1cc2occc2n1Cc1nc(-c2ccccc2C)oc1C | 0.6 | -0.4 | -1.9 | -1.4 | -2.9 | 2.0 | -8.3 | -13.1 | 5.3 | 2.7
COc1ccc(-c2cc(C(=O)Nc3ccccc3SC)no2)cc1 | -0.9 | -2.1 | -1.6 | 1.0 | 2.6 | -2.0 | -0.9 | 3.1 | -1.7 | 1.9
C=CCn1c(O)c(N=NC(=S)Nc2ccccc2F)c2ccccc21 | -3.0 | -7.9 | -0.7 | 5.2 | -2.6 | -2.9 | -3.4 | -6.2 | 13.8 | -6.0
CCN1CCN(S(=O)(=O)c2ccc(Cl)c(C(=O)N(CC)CC(=O)Nc3ccc(OC)cc3)c2)CC1 | 0.1 | 1.2 | -5.2 | 2.8 | -2.0 | 3.0 | -1.8 | -3.6 | -3.5 | 16.8
COc1cccc(NC(=O)C2=COCCO2)c1 | 1.2 | 1.4 | -3.0 | -1.0 | -6.3 | -3.5 | -4.8 | 3.3 | 0.4 | -3.8
Cc1cccc(/C=N/NC(=O)c2cc(-c3cccnc3)nc3c2c(C)nn3-c2ccccc2)c1 | 5.3 | 0.6 | 0.9 | -8.8 | -3.3 | -0.9 | -24.9 | -1.9 | 2.9 | -4.9
